Source: PubChem
H37Rv inhibition: M. tuberculosis growth inhibition, HTS (AID 449762); M. tuberculosis H37Rv growth inhibition, 7H9 media; higher % means a stronger effect; inhibition, % at 25 µM; hits with a dose series show IC50 in µM; 330,000 compounds, 0.59% hits; in the data active means a potency from the dose series;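 further: bacterial growth assessed after seven days of incubation; strong numbers were not always called active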
inhibitors of VEEV: inhibitors of VEEV TC-83 cytopathic effect, confirmation, Vero cells (AID 588727); inhibition, % at 20 µM; hits with a dose series show IC50 in µM; Vero cells, VEEV TC-83 cytopathic effect inhibition; higher % means a stronger effect; 350,000 compounds, 0.13% hits; in the data active means a potency from the dose series; further: strong numbers were not always called active
H1N1 NS1A inhibition: NS1A inhibition, H1N1 influenza, cell based functional assay (AID 504329); NS1A functional cell-based assay, percent inhibition; higher % means a stronger effect; 340,000 compounds, 0.3% hits; inhibition, % at 12.5 µM; hits with a dose series show IC50 in µM; in the data active means a potency from the dose series; further: strong numbers were not always called active
Salmonella PhoP GFP: Inhibition of PhoP regulon, Salmonella typhi GFP reporter cells, confirmation, 4 h (AID 1850). Salmonella Typhi PhoP-promoter GFP reporter, fluorescence, 4 h; higher % means a stronger effect. one-dose inhibition, % at 50 µM; IC50 in µM for titrated hits. 310,000 compounds, 0.33% hits; in the data active means a potency from the dose series;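 further: 0% = induced wells with vehicle and 100% = uninduced wells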
tuberculosis growth: growth inhibition of non-replicating M. tuberculosis (AID 488890). Mycobacterium tuberculosis non-replicating, growth inhibition; higher % means a stronger effect. inhibition, % at 25 µM, or IC50 in µM where a hit was titrated. 320,000 compounds, 0.39% hits; in the data active means a potency from the dose series;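 further: plate controls were DMSO cells for no effect and high antibiotic wells for full effect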
inhibitors of VEEV 10K pilot screen: further read-out of inhibitors of VEEV, marked with its call; inhibition, %; measured here: 10K pilot screen inhibition
The depositor's hits bear a star. Rows were taken by chance. Share with any hit: about 1.5%.

For O=C(NCCC1CCCCN1S(=O)(=O)c1ccc(F)cc1)C(=O)NCc1ccccn1 (stereo not given) the results were H37Rv inhibition 0%, inhibitors of VEEV 0.1%, H1N1 NS1A inhibition 1%, Salmonella PhoP GFP -4% and tuberculosis growth 21%.
Cc1cc(C(=O)NC(C)c2ccncc2)cs1 (stereo not given) was read as inhibitors of VEEV 2.1%, H1N1 NS1A inhibition 25% and Salmonella PhoP GFP 0%.
For CCCN(CC(=O)Nc1ccccc1C)C(=O)COc1c(Cl)cccc1Cl the results were H37Rv inhibition -3%, inhibitors of VEEV 1.2%, H1N1 NS1A inhibition -4%, Salmonella PhoP GFP 6% and tuberculosis growth 14%.
CC(CCc1ccccc1)NC(=O)COC(=O)c1cccnc1Cl (stereo not given) was read as H37Rv inhibition -2%, inhibitors of VEEV 1.6%, H1N1 NS1A inhibition -5% and tuberculosis growth 16%.
`O=C(COC(=O)CCC1CCCC1)Nc1ccc(F)cc1` gave H37Rv inhibition -1%, inhibitors of VEEV 2.2%, H1N1 NS1A inhibition -11% and tuberculosis growth 41%.
`O=C(COC(=O)c1cc[n+]([O-])cc1)Nc1ccc(SC(F)F)cc1` gave H37Rv inhibition 7%, inhibitors of VEEV 2.6%, H1N1 NS1A inhibition -6%, Salmonella PhoP GFP -3% and tuberculosis growth 5%.
Cc1cc(C)c(S(=O)(=O)Nc2ccnc(-c3cccnc3)n2)c(C)c1 was read as H37Rv inhibition -7%, inhibitors of VEEV 1.2%, H1N1 NS1A inhibition 9%, Salmonella PhoP GFP 5% and tuberculosis growth -18%.
Screening Cc1cc(C(=O)NNC(=S)NCc2ccco2)nn1C returned H37Rv inhibition -6%, inhibitors of VEEV 0.5%, H1N1 NS1A inhibition -8%, Salmonella PhoP GFP 1% and tuberculosis growth -13%.
For O=C(CSc1nnc(CNc2ccc(F)cc2)o1)N1CCCc2ccccc21 the results were H37Rv inhibition 8%, inhibitors of VEEV 5.5%, H1N1 NS1A inhibition -9%, Salmonella PhoP GFP -1% and tuberculosis growth 41%.
For O=C(COC(=O)c1cc(S(=O)(=O)N2CCOCC2)ccc1F)Nc1ccc(Cl)cn1 the results were H37Rv inhibition -4%, inhibitors of VEEV 6.2%, H1N1 NS1A inhibition 0% and tuberculosis growth -5%.
Screening Nc1nc(SCc2nc3scc(-c4ccccc4)c3c(=O)[nH]2)n[nH]1 returned H37Rv inhibition 1%, inhibitors of VEEV inactive, H1N1 NS1A inhibition 5%, Salmonella PhoP GFP -4% and tuberculosis growth 14%.
`O=[n+]1c2c(n([O-])c3c1CCC3)CCCC2` gave H37Rv inhibition -1%, inhibitors of VEEV 0.3%, H1N1 NS1A inhibition -7%, Salmonella PhoP GFP -11% and tuberculosis growth -3%.
Screening CCCc1c(C)nc2ccccc2c1SCCC#N returned H37Rv inhibition -1%, inhibitors of VEEV 0.2%, H1N1 NS1A inhibition 0%, Salmonella PhoP GFP -7% and tuberculosis growth 34%.
`Cc1cc(=O)n2[nH]c(C)cc2n1` gave H37Rv inhibition 7%, inhibitors of VEEV inactive, H1N1 NS1A inhibition 4%, Salmonella PhoP GFP -5% and tuberculosis growth 1%.
Screening CN(C)c1cccc2c(C#N)ccc(N(C)C)c12 returned H37Rv inhibition 37%, inhibitors of VEEV inactive, Salmonella PhoP GFP 2% and tuberculosis growth -4%.
S=C1NC(c2cccs2)=CC(c2ccc(Br)cc2)N1 (stereo not given) was read as H37Rv inhibition 0%, inhibitors of VEEV inactive, H1N1 NS1A inhibition 2%, Salmonella PhoP GFP -7% and tuberculosis growth 78%.
CC1CCCCN1S(=O)(=O)c1ccc(N(C(=O)c2cnccn2)C(C(=O)NC2CCCC2)c2cccs2)cc1 (stereo not given) was read as H37Rv inhibition 7%, inhibitors of VEEV 7.6%, H1N1 NS1A inhibition -1%, Salmonella PhoP GFP 0% and tuberculosis growth 33%.
Screening CCn1c(SCC(=O)N/N=C/C=C\c2ccco2)nc2ccccc21 returned H37Rv inhibition 2%, inhibitors of VEEV 1.0%, H1N1 NS1A inhibition 12%, Salmonella PhoP GFP 4% and tuberculosis growth -3%.
`CC(=O)c1ccc(OC(C)C)c(CC(C(N)=O)C(N)=O)c1` gave H37Rv inhibition -2%, inhibitors of VEEV 6.8%, H1N1 NS1A inhibition 10%, Salmonella PhoP GFP -6% and tuberculosis growth -8%.
For O=C1c2ccccc2C(=O)N1CCC1=CCCCC1 the results were H37Rv inhibition -1%, inhibitors of VEEV inactive, H1N1 NS1A inhibition -4%, Salmonella PhoP GFP -7% and tuberculosis growth 24%.
Cc1csc(SCC(=O)NC(=O)NCc2ccccc2)n1 was read as H37Rv inhibition -2%, inhibitors of VEEV 4.0%, H1N1 NS1A inhibition -58%, Salmonella PhoP GFP 2% and tuberculosis growth 29%.
Screening O=[N+]([O-])c1ccc(Sc2n[nH]c(-c3ccc(Cl)cc3Cl)n2)nc1 returned H37Rv inhibition 7%, inhibitors of VEEV 1.8%, H1N1 NS1A inhibition 2%, Salmonella PhoP GFP -4% and tuberculosis growth 23%.
Screening O=C(CN1C2=NCCN2c2ccccc21)c1ccc(Br)cc1 returned H37Rv inhibition 2%, inhibitors of VEEV 1.3%, H1N1 NS1A inhibition -3%, Salmonella PhoP GFP 12% and tuberculosis growth 12%.
For NC(=O)C1CCN(C(=O)CSc2nc3ccccc3o2)CC1 the results were inhibitors of VEEV inactive and H1N1 NS1A inhibition -6%.
Screening Cc1ccc(N/C=C/C(=O)c2sc(-c3ccccc3)nc2C)cc1 returned H37Rv inhibition 11%, inhibitors of VEEV 8.5%, H1N1 NS1A inhibition 5%, Salmonella PhoP GFP 4% and tuberculosis growth 19%.
`O=C(CSc1nnc(NC(=O)c2c(F)cccc2F)s1)Nc1ccccc1F` gave H37Rv inhibition -7%, inhibitors of VEEV 0.9%, H1N1 NS1A inhibition -5%, Salmonella PhoP GFP 9% and tuberculosis growth 4%.
Screening COc1ccc(C2CC(c3cccc(OC)c3OC)n3nnnc3N2)cc1 (stereo not given) returned H37Rv inhibition 0%, inhibitors of VEEV inactive, H1N1 NS1A inhibition -6%, Salmonella PhoP GFP -3% and tuberculosis growth 19%.
For COC(=O)C1(S(=O)(=O)c2ccc(C)cc2)CCOCC1 the results were H37Rv inhibition 0%, inhibitors of VEEV inactive, H1N1 NS1A inhibition 8%, Salmonella PhoP GFP -2% and tuberculosis growth 7%.
Screening O=C(COc1ccc(Cl)cc1)c1ccc(O)cc1O returned H37Rv inhibition -2%, inhibitors of VEEV 0.3%, H1N1 NS1A inhibition -7%, Salmonella PhoP GFP 23% and tuberculosis growth 44%.
For O=C(COC(=O)/C=C/c1ccc(F)cc1)NCc1cccs1 the results were H37Rv inhibition 0%, inhibitors of VEEV 1.9%, H1N1 NS1A inhibition -11% and tuberculosis growth 15%.
`O=C(C1CCC(CNS(=O)(=O)c2cccs2)CC1)N1CCN(c2ccc(Cl)cc2)CC1` (stereo not given) gave H37Rv inhibition 4%, inhibitors of VEEV 1.4%, H1N1 NS1A inhibition 0%, Salmonella PhoP GFP -8% and tuberculosis growth 6%.
CN(C)CCN=Cc1c(O)n(-c2cccc(C(F)(F)F)c2)c(=O)[nH]c1=O was read as H37Rv inhibition -5%, inhibitors of VEEV inactive, H1N1 NS1A inhibition -3%, Salmonella PhoP GFP 12% and tuberculosis growth 1%.
O=C(c1cnc2n(c1=O)CCS2)N(c1ccccc1)C1CCCCC1 was read as H37Rv inhibition -2%, inhibitors of VEEV 1.4%, H1N1 NS1A inhibition 15%, Salmonella PhoP GFP -7% and tuberculosis growth 1%.
Screening COc1ccc2cc(C3CC(c4cccs4)=NN3C(C)=O)c(Cl)nc2c1 (stereo not given) returned H37Rv inhibition 3%, inhibitors of VEEV 0.7%, H1N1 NS1A inhibition 1% and Salmonella PhoP GFP 12%.
O/N=C\c1ccc2noc(-c3ccc(Cl)cc3)c2c1 was read as H37Rv inhibition 3%, inhibitors of VEEV inactive, H1N1 NS1A inhibition -17%, Salmonella PhoP GFP 3% and tuberculosis growth 1%.
`CCS(=O)(=O)c1ccc(-c2cccc(NC(=O)c3ccc(Br)o3)c2)nn1` gave H37Rv inhibition -3%, inhibitors of VEEV 0.9%, H1N1 NS1A inhibition -6%, Salmonella PhoP GFP 11% and tuberculosis growth -6%.
`C(=C\c1ccccc1)/CN1CCN(c2ncnc3c2oc2ccccc23)CC1` gave inhibitors of VEEV 0.1%, H1N1 NS1A inhibition 11% and Salmonella PhoP GFP 4%.
Screening O=P(Nc1c(Cl)cccc1Cl)(c1ccccc1)c1nc2c(s1)CCCC2 (stereo not given) returned H37Rv inhibition -5%, inhibitors of VEEV inactive, H1N1 NS1A inhibition 7%, Salmonella PhoP GFP 1%, tuberculosis growth -9% and inhibitors of VEEV 10K pilot screen 1.1.
`CP(=O)(O)CCCN` gave H37Rv inhibition -10%, inhibitors of VEEV 1.6%, H1N1 NS1A inhibition 4%, Salmonella PhoP GFP 2% and tuberculosis growth -11%.
`CC1(C)C(C=C(Cl)Cl)C1C(=O)NC(O)C(=O)c1ccccc1` (stereo not given) gave H37Rv inhibition 4%, inhibitors of VEEV 1.1%, H1N1 NS1A inhibition -22%, Salmonella PhoP GFP -9% and tuberculosis growth -18%.
`Cc1cc(/C=N/N2CCN(C)CC2)c(C)n1-c1ccccc1F` gave H37Rv inhibition 8%, inhibitors of VEEV 0.4%, H1N1 NS1A inhibition 2%, Salmonella PhoP GFP -5% and tuberculosis growth -3%.
For CCCn1c(N)c(N(CCOC)C(=O)c2cccc(F)c2)c(=O)[nH]c1=O the results were H37Rv inhibition 8%, inhibitors of VEEV inactive, H1N1 NS1A inhibition 14%, Salmonella PhoP GFP 14% and tuberculosis growth -3%.
`CCCC(=O)Nc1sc2c(c1C(=O)OCC)CC(C)(C)OC2` gave H37Rv inhibition 1%, inhibitors of VEEV 4.1%, H1N1 NS1A inhibition -7%, Salmonella PhoP GFP 8% and tuberculosis growth -6%.
For CSc1nnc(C)c(=O)n1COC(=O)c1cc(Cl)ccc1[N+](=O)[O-] the results were H37Rv inhibition 0%, inhibitors of VEEV 8.4%, H1N1 NS1A inhibition -6%, Salmonella PhoP GFP 3% and tuberculosis growth 35%.
Cc1ccccc1OCC(O)CN1CCN(C)CC1 (stereo not given) was read as H37Rv inhibition -6%, inhibitors of VEEV 0.5%, H1N1 NS1A inhibition -2%, Salmonella PhoP GFP -2% and tuberculosis growth -3%.

Next section (2 carried over from the part before).
For CSc1nnc(C)c(=O)n1COC(=O)c1cc(Cl)ccc1[N+](=O)[O-] the results were H37Rv inhibition 0%, inhibitors of VEEV 8.4%, H1N1 NS1A inhibition -6%, Salmonella PhoP GFP 3% and tuberculosis growth 35%.
Cc1ccccc1OCC(O)CN1CCN(C)CC1 (stereo not given) was read as H37Rv inhibition -6%, inhibitors of VEEV 0.5%, H1N1 NS1A inhibition -2%, Salmonella PhoP GFP -2% and tuberculosis growth -3%.
Screening CC(C)(C)n1nc2c(c1NC(=O)c1ccc(S(=O)(=O)N3CCCC3)cc1)CS(=O)C2 (stereo not given) returned H37Rv inhibition -8%, inhibitors of VEEV 0.2%, H1N1 NS1A inhibition -26%, Salmonella PhoP GFP -12% and tuberculosis growth -12%.
COc1ccccc1C(=O)Nc1nc(-c2cccs2)c(NC(C)=O)s1 was read as H37Rv inhibition 3%, inhibitors of VEEV 8.3%, H1N1 NS1A inhibition 15%, Salmonella PhoP GFP -6% and tuberculosis growth 0%.
Screening CC(=O)Cn1nnc2sc(-c3ccccc3)cc2c1=O returned H37Rv inhibition 2%, inhibitors of VEEV 1.7%, H1N1 NS1A inhibition -4%, Salmonella PhoP GFP 8% and tuberculosis growth 6%.
`Cc1ccc(CN2C(=O)CCC2C(=O)NCCCN2CCCCC2C)cc1` (stereo not given) gave H37Rv inhibition -4%, inhibitors of VEEV 0.0%, H1N1 NS1A inhibition -10%, Salmonella PhoP GFP -5% and tuberculosis growth 6%.

Grouped by structure: the entries above containing an NH in an aromatic ring.
Screening Nc1nc(SCc2nc3scc(-c4ccccc4)c3c(=O)[nH]2)n[nH]1 returned H37Rv inhibition 1%, inhibitors of VEEV inactive, H1N1 NS1A inhibition 5%, Salmonella PhoP GFP -4% and tuberculosis growth 14%.
`Cc1cc(=O)n2[nH]c(C)cc2n1` gave H37Rv inhibition 7%, inhibitors of VEEV inactive, H1N1 NS1A inhibition 4%, Salmonella PhoP GFP -5% and tuberculosis growth 1%.
Screening O=[N+]([O-])c1ccc(Sc2n[nH]c(-c3ccc(Cl)cc3Cl)n2)nc1 returned H37Rv inhibition 7%, inhibitors of VEEV 1.8%, H1N1 NS1A inhibition 2%, Salmonella PhoP GFP -4% and tuberculosis growth 23%.
CN(C)CCN=Cc1c(O)n(-c2cccc(C(F)(F)F)c2)c(=O)[nH]c1=O was read as H37Rv inhibition -5%, inhibitors of VEEV inactive, H1N1 NS1A inhibition -3%, Salmonella PhoP GFP 12% and tuberculosis growth 1%.
For CCCn1c(N)c(N(CCOC)C(=O)c2cccc(F)c2)c(=O)[nH]c1=O the results were H37Rv inhibition 8%, inhibitors of VEEV inactive, H1N1 NS1A inhibition 14%, Salmonella PhoP GFP 14% and tuberculosis growth -3%.
